West Nile antiviral: West Nile virus antiviral activity, cell-based, CPE readout (AID 1621); West Nile virus-infected cells, CPE inhibition; higher % means a stronger effect; CPE inhibition, % at 10 µM, or IC50 in µM where a hit was titrated; hit rate 0.02% among 290,000; in the data active = a potency from the dose series; inconclusive = CPE inhibition mostly from about 3.7% at the one dose, without a potency; inactive = the rest, 99 in 100 with CPE inhibition below about 2.2%; also: strong numbers were not always called active
KOR beta-arrestin-1: KOR agonists, beta-arrestin recruitment, primary screen, cell-based, luminescence, uHTS (AID 1777) | Kappa-type opioid receptor (Homo sapiens) | one-dose activation, % at 10 µM; EC50 in µM for titrated hits | hit rate 0.02% among 280,000 | KOR beta-arrestin recruitment, luminescence; higher % means a stronger effect; in the data active = activation above about 50%, passing the limit was not always enough; also: a part of the inactive calls stands beside numbers as strong as those of hits
KOR beta-arrestin-2: KOR antagonists, beta-arrestin recruitment, cell-based, luminescence, uHTS (AID 1778); KOR beta-arrestin recruitment, luminescence, antagonist mode; higher % means a stronger effect; inhibition, % at 10 µM; hits with a dose series show IC50 in µM; hit rate 0.091% among 290,000; in the data active = inhibition above about 50%; also: strong numbers were not always called active
NOD1 inhibition: NOD1 signaling inhibitors, primary screen, cell-based, luminescence, uHTS (AID 1578); NOD1-driven NF-kB luciferase reporter cells, luminescence; higher % means a stronger effect; one-dose inhibition, % at 4 µM; EC50 in µM for titrated hits; hit rate 1% among 290,000; in the data active = inhibition mostly above about 36%, no sharp cut-off; inactive = mostly below about 34%;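 also: HEK-293T reporter cells stimulated with the NOD1 agonist gamma-tri-DAP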
GPR35 arrestin U2OS: GPR35 antagonists blocking zaprinast-driven arrestin recruitment, primary screen, imaging, U2OS, beta-arrestin-GFP, zaprinast agonist (AID 2058) | G-protein coupled receptor 35 (Homo sapiens) | U2OS GPR35 beta-arrestin-GFP translocation imaging, zaprinast antagonism; higher % means a stronger effect | one-dose inhibition, % at 10 µM; IC50 in µM for titrated hits | hit rate 0.052% among 290,000;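 active = inhibition of at least 50% with at least 30 cells and total cytoplasm GFP at most 10,000,000; inconclusive = under 30 cells or total GFP of 10,000,000 plus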
GPR55 beta-arrestin: GPR55 agonists via beta-arrestin recruitment, primary screen, imaging, U2OS cells, beta-arrestin-GFP redistribution (AID 1961). G-protein coupled receptor 55 (Homo sapiens). U2OS GPR55 beta-arrestin-GFP redistribution imaging; higher % means a stronger effect. activation, % at 10 µM, or EC50 in µM where a hit was titrated. hit rate 0.048% among 290,000;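 active = activation above 40% with more than 50 cells counted in the well; inconclusive = wells holding fewer than 50 cells, flagged as toxic or sparse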;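 also: U2OS osteosarcoma cells stably expressing GPR55 and beta-arrestin-GFP; plate controls were DMSO negative control for no effect and LPI positive control for full effect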
GPR55 LPI antagonism: GPR55 antagonists blocking LPI-driven arrestin recruitment, primary screen, imaging, U2OS, beta-arrestin-GFP, LPI agonist (AID 2013). one-dose inhibition, % at 10 µM; IC50 in µM for titrated hits. hit rate 0.13% among 290,000. U2OS GPR55 beta-arrestin-GFP translocation imaging, LPI antagonism; higher % means a stronger effect. G-protein coupled receptor 55 (Homo sapiens);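 active = spots per cell inhibited over 60%, with over 100 cells counted and total cytoplasm intensity under 500,000; inconclusive = wells with under 100 cells, flagged as likely toxic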;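 also: U2OS cells stably carrying GPR55 and arrestin-GFP stimulated by 5 µM LPI near EC80; imaged beta-arrestin-GFP aggregate spots per cell after agonist stimulation; plate controls were LPI-stimulated DMSO wells for no effect and DMSO wells without LPI for full effect; some results filed as inactive read as strong as hits; confirmed hits need IC50 under 10 µM and bright autofluorescent wells are also inconclusive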
HIV peptide binding: inhibitors of HIV fusion peptide binding, primary screen, biochemical, uHTS, fluorescence dequenching (AID 1986). cell-free peptide binding, fluorescence dequenching, 30 min; higher % means a stronger effect. inhibition, % at 20 µM; hits with a dose series show IC50 in µM. hit rate 0.3% among 290,000; in the data active = inhibition mostly above about 52%, no sharp cut-off; inactive = mostly below about 76%; also: some results filed as inactive read as strong as hits
Dengue-2 NS5 capping: Dengue-2 NS5 methyltransferase inhibitors, primary screen, biochemical, confirmation dose response (AID 588689); Dengue-2 NS5 methyltransferase capping enzyme assay, biochemical; higher % means a stronger effect; Genome polyprotein (Dengue virus type 2 (strain 16681-PDK53)); hit rate 0.3% among 340,000; one-dose inhibition, % at 25 µM; IC50 in µM for titrated hits; in the data active = a potency from the dose series; inconclusive = inhibition above about 29% without an active follow-up result
Dengue-2 NS5 capping pilot replicate: recorded beside Dengue-2 NS5 capping, whose call it bears; inhibition, %; measured here: pilot screen replicate inhibition
Numbers without * were called inactive; ? = inconclusive; nt = not tested or not shown; [ ] = another dose, or the depositor's remark.

Preview (2 entries):
SMILES | West Nile antiviral | KOR beta-arrestin-1 | KOR beta-arrestin-2 | NOD1 inhibition | GPR35 arrestin U2OS | GPR55 beta-arrestin | GPR55 LPI antagonism | HIV peptide binding | Dengue-2 NS5 capping | others
CNC(=O)CSc1nc2nn(-c3ccccc3)c(=O)c-2c2n1CCCCC2 | 0.7% | 2.9% | -7% | 46% | -21% | -0.1% | 18% | -1.4% | 2%
COc1cc(NC(=O)c2cccs2)c(C(=O)OCC(=O)NC(C)c2ccccc2)cc1OC (stereo unspecified) | 0.0% | 3.0% | -58% | -38% | 2% | 0.0% | 0% | -2.1% | -4%

The whole of this part, from the first entry:
SMILES | West Nile antiviral | KOR beta-arrestin-1 | KOR beta-arrestin-2 | NOD1 inhibition | GPR35 arrestin U2OS | GPR55 beta-arrestin | GPR55 LPI antagonism | HIV peptide binding | Dengue-2 NS5 capping | others
CNC(=O)CSc1nc2nn(-c3ccccc3)c(=O)c-2c2n1CCCCC2 | 0.7% | 2.9% | -7% | 46% | -21% | -0.1% | 18% | -1.4% | 2%
COc1cc(NC(=O)c2cccs2)c(C(=O)OCC(=O)NC(C)c2ccccc2)cc1OC (stereo unspecified) | 0.0% | 3.0% | -58% | -38% | 2% | 0.0% | 0% | -2.1% | -4%
O=C1CCc2cc(S(=O)(=O)NCCC(=O)NC3CCN(Cc4ccccc4)CC3)ccc2N1 | 0.0% | -0.2% | 12% | -15% | -4% | 0.0% | 28% | -2.1% | -1%
COc1ccc(OC)c(-c2csc(CCn3nc(C)cc3C)n2)c1 | -2.2% | -6.7% | -3% | -20% | 23% | -0.1% | 6% | -1.6% | -7%
COc1ccc(CCNc2nc3ccccc3n3nnnc23)cc1OC | -0.2% | -3.2% | 14% | -20% | 15% | -0.1% | -5% | -1.7% | 5%
COCCCN1C(=O)c2ccc(C(=O)N3CCN(c4ccccc4OC)CC3)cc2C1=O | 0.0% | 1.2% | 24% | -8% | 1% | -0.1% | -6% | -0.7% | 0%
COC1CCCN(C(=O)c2cccc(OC3CCN(S(=O)(=O)N(C)C)CC3)c2)C1 (stereo unspecified) | -0.9% | 2.8% | -42% | -1% | 0% | -0.2% | -6% | -1.3% | 2%
CCOc1ccc2ccccc2c1C1NC(=O)N(C)C(C)=C1C(=O)OCCOC (stereo unspecified) | 0.1% | 1.0% | -23% | -10% | -2% | -0.1% | 6% | 2.1% | 1%
O=[N+]([O-])c1cccc(-c2nnc(SCc3cccnc3)o2)c1 | -1.3% | nt | -13%[20 µM] | -36% | 17% | -0.1% | -8% | -0.6% | -5%
Cc1ccc(S(=O)(=O)NCCN2CCOCC2)c(C)c1 | 0.2% | 2.8% | 13% | -13% | -17% | -0.1% | 8% | -1.0% | -8%
CC(C)c1nc(Cl)c(C#N)c2c1CSC(C)(C)C2 | 0.1% | 1.5% | -43% | -2% | 7% | 0.0% | 3% | 1.0% | -5%
Cc1ccc(-c2cc(C(F)F)nc(NCC3CCCO3)n2)cc1 (stereo unspecified) | -1.2% | -6.2% | -27% | -13% | -2% | -0.1% | -3% | 11% | 2%
COc1ccc(/C=C(\C#N)C(=O)NCC2CCCO2)cc1OC (stereo unspecified) | 0.9% | 2.5% | -32% | -25% | -8% | -0.1% | -9% | -1.8% | -8%
CC1CCc2c(sc3nc(CN4CCOCC4)nc(Sc4ccccc4)c23)C1 (stereo unspecified) | -1.1% | 13% | -18% | -26% | 8% | 0.0% | 8% | 2.9% | -3%
O=C(Nc1ccc2c3c(cccc13)CC2)c1ccc(Br)o1 | nt | -2.6% | -46% | -42% | 14% | -0.1% | 9% | 1.4% | 7%
COc1ccc(N2CCN(C(CNC(=O)C(=O)NCC(OC)OC)c3ccco3)CC2)cc1 (stereo unspecified) | -0.9% | -2.8% | -54% | -18% | 21% | -0.2% | 9% | -0.4% | -10%
CCC/C(=N\NC(=O)c1ccccc1C)c1ccccc1 | 0.4% | -0.1% | 10% | -10% | 7% | 0.4% | 5% | 1.6% | -1%
COc1ccc(-n2ncc3c(N4CCCc5ccccc54)ncnc32)cc1 | nt | -1.1% | -17% | -15% | 13% | -0.3% | 4% | 1.3% | -6%
CC1(C)CC(=O)N(CC(=O)NCc2ccc(F)cc2)c2ccccc2S1(=O)=O | -0.2% | -1.7% | 10% | -3% | 9% | -0.1% | 1% | 0.2% | -5%
O=C(O)CSc1nc(-c2ccccc2)nc2c1oc1ccccc12 | 2.1% | 18% | -17% | 6% | 11% | -0.4% | -11% | -1.8% | 6%
S=C(NCc1ccco1)N1CCN(c2cccc(Cl)c2)CC1 | -0.9% | -2.7% | 17% | -24% | -8% | -0.1% | 2% | 0.8% | -12%
COc1ccc(NC(=O)n2ncc3c(C)cccc32)cc1OC | -0.2% | 0.2% | -8% | -7% | -7% | 0.0% | -2% | -3.1% | -4%
OC(COCc1cccs1)CN1CCN(c2ccccn2)CC1 (stereo unspecified) | -0.7% | 5.3% | -27% | -24% | 4% | -0.3% | 16% | 0.8% | 1%
O=C(NC1CC1)C1=C[C@H](c2ccc(Br)cc2)C[C@H](OCc2ccc(CO)cc2)O1 | -0.7% | 1.4% | 6% | -3% | -17% | 0.3% | 0% | 1.5% | -8%
Cc1ccc(/C=C2\SC(=S)N(CCC(=O)NNS(=O)(=O)c3ccc(C)cc3)C2=O)cc1 | 0.7% | -5.4% | -51% | -3% | 13% | -0.2% | 9% | 1.9% | -5%
O=S(=O)(Cc1c(F)cccc1Cl)c1ncn[nH]1 | 0.4% | -4.8% | 28%[20 µM] | -20% | 11% | 0.5% | -1% | 0.2% | -20%
O=C1CC(C(=O)Nc2ccc(F)c(Cl)c2)N=C(N2CCCCC2)N1 (stereo unspecified) | -0.4% | -2.7% | 13% | -9% | -6% | -0.1% | -16% | 4.1% | 1% | Dengue-2 NS5 capping pilot replicate=-0.6
COc1cccc(NS(=O)(=O)c2cc3c(cc2C)N(C(C)=O)CCO3)c1 | -0.5% | -1.5% | 3%[20 µM] | -19% | -8% | -0.1% | 11% | -0.8% | 1%
Nc1cccc2c1C(=O)N(C(=O)c1ccc(S(=O)(=O)N3CCCCCC3)cc1)C2=O | 1.1% | 6.1% | 6% | -5% | -8% | -0.1% | -25% | 0.1% | 10%
Cc1cc(NC(=O)C2CCCC2)nc2c1c(=O)oc1ccccc12 | 1.1% | -1.8% | -25% | -1% | -13% | -0.1% | 7% | 0.8% | 1%
Cc1cccc(NC(=O)c2ccc(-c3ccccc3[N+](=O)[O-])o2)c1 | -1.1% | nt | -37%[20 µM] | -12% | 1% | 0.3% | 8% | 3.2% | -6%
CC(=O)Nc1ccc(Nc2cc(-c3ccccc3)nc3ncnn23)cc1 | 0.8% | 0.0% | -19% | -41% | -17% | -0.1% | 0% | -0.3% | -3%
Cc1nc(Nc2ccc(Cl)c(Cl)c2)sc1C(=O)Nc1ccccc1 | ? | 10% | -18% | -23% | 12% | -0.8% | 9% | 3.3% | -15%
CCN(CC)c1ccc(C=C2C(=O)OC(c3ccccc3)OC2=O)cc1 (stereo unspecified) | 0.0% | 5.0% | 17% | -15% | 1% | 0.1% | 10% | 9.4% | -89%
Cc1ccc(C(c2nnnn2Cc2cccs2)N2CCN(Cc3ccc4c(c3)OCO4)CC2)cc1 (stereo unspecified) | -1.5% | 0.9% | -26% | -8% | 9% | 0.2% | 16% | -3.0% | -7%
N#Cc1cc2c(=O)n3ccccc3nc2n(CCCn2ccnc2)c1=N | -0.4% | 7.9% | -2% | 7% | -18% | -0.2% | -8% | 11% | 1%
O=C(O)c1ccc(NC(CSCc2cccc(F)c2)C(=O)O)c([N+](=O)[O-])c1 (stereo unspecified) | -0.4% | -5.0% | 7% | 7% | -11% | 0.5% | -2% | -0.6% | 0%
O=C(c1cccc(COc2ccc(Cl)cc2Cl)c1)N1CCN(c2ccccn2)CC1 | -0.1% | 8.5% | -25% | -37% | -13% | -0.1% | -11% | -1.2% | -3%
O=C(c1ccc(S(=O)(=O)N2CCOCC2)cc1)N(c1ccc(F)cc1)C1C=CS(=O)(=O)C1 (stereo unspecified) | -0.6% | 0.0% | 9% | -12% | -12% | -0.2% | 6% | 2.5% | -2%
CN(CC(=O)NCCN1CCN(Cc2ccccc2)CC1)S(=O)(=O)c1cccc2nsnc12 | -0.8% | -1.2% | 6% | -2% | -15% | 0.2% | -4% | -0.5% | 2%
Cn1cccc/c1=N\c1cccc[n+]1C | -0.7% | 4.2% | 6% | -13% | -9% | -0.3% | 6% | 0.1% | nt
O=C(/C=C/c1ccccc1Cl)c1cccnc1 | -0.2% | -1.8% | 10% | 33% | 28% | 0.8% | 11% | 0.8% | -51%
COC(=O)c1ccc(NC(=O)C(=O)c2c[nH]c3ccccc23)cc1 | -0.3% | -1.1% | -30%[20 µM] | 3% | 4% | 0.1% | 3% | 1.6% | -9%
COc1ccc(CNC(=S)NCc2ccc(F)cc2)cc1OC | -0.2% | 8.7% | -28% | 8% | 5% | -0.1% | -6% | -1.1% | -1%
N#Cc1cc2c(cc1NC(=O)CCn1cnnn1)OCO2 | 0.6% | -2.3% | -15% | -17% | 3% | 0.2% | -3% | -0.8% | -7%
O=C(O)c1ccc(C2SCC(=O)N2Cc2ccco2)cc1 (stereo unspecified) | 0.7% | nt | -32%[20 µM] | -27% | 3% | 0.2% | 12% | 1.7% | -14%
O=C1CCCN1CCC(=O)N1CCCC(Nc2ccc(F)cc2)C1 (stereo unspecified) | 0.1% | 4.9% | -5% | -11% | 16% | -0.1% | 4% | 1.9% | 3%
COc1cccc2sc(N(C)c3ccccc3)nc12 | 0.3% | -13% | nt | -54% | 16% | -0.1% | 8% | -1.4% | -2%
COc1ccc(OC)c(NC(=O)C2CC(C)=C(C)CC2C(=O)O)c1 (stereo unspecified) | 0.4% | 4.8% | -27% | -3% | 29% | -0.3% | -8% | -1.5% | 8%
Cc1ccc(SCC(=O)NC(=O)NCc2ccco2)c(C)c1 | 0.7% | 0.1% | 2% | 6% | 12% | -0.1% | -6% | -1.1% | 0%
CC(=O)O[C@H]1CC[C@]2(C)[C@H]3CC=C4[C@@H]5[C@@H](C)[C@H](C)CC[C@]5(C(=O)O)CC[C@@]4(C)[C@]3(C)CC[C@H]2C1(C)C | 1.1% | 3.9% | -3% | -10% | 0% | 0.6% | -3% | 2.8% | nt

Bioassay records (PubChem BioAssay)

An excerpt; rates above refer to the full screens.
